Assay outcomes as filed in PubChem BioAssay.
UDG counterscr = UDG inhibition counter-screen | FRET deamination/UDG coupled assay, UDG read, 4 h | Potency, µM (series often up to 115 µM), for inactives: at the top dose activity change, negative = inhibition, usual class: inhibitors | 91,000 tested, 0.14% active; further: nearly all actives have a fitted effect of over 65% in size
AID inhibitor = blocks human AID cytidine deaminase activity; Potency, µM (top dose mostly 115 µM), inactives show at the highest dose activity change, negative = inhibition, usual class: inhibitors; AID deamination FRET fluorescence, UDG-coupled, 4 h; 91,000 tested, 0.32% active; further: nearly all actives have a fitted effect of over 25% in size
Target sequence (Q9GZX7 whole entry, looked up): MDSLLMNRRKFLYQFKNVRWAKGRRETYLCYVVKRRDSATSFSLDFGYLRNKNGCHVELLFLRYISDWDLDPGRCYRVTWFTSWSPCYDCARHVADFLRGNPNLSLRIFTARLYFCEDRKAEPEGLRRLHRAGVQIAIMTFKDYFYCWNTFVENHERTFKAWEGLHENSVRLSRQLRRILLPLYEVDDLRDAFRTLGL
* = called active by the depositor; [ ] = another dose, or the depositor's remark. The call rests on the fitted dose curve; in most records, active means well fitted curve in the direction sought with a large enough effect; inconclusive means small, poorly fitted or top-dose-only effect, or another doubt; inactive means no such curve, though single readings can be large; an effect the other way counts as inactive or inconclusive. On the % scale 0 is the no-effect control and ±100 the full control effect; potency means the concentration at half of the fitted maximal effect. This is a subset; count on the stated rates, not on these rows.

How did O=S(=O)(c1cccc2c(Cl)cccc12)N1CCCNCC1 do in these assays?
UDG counterscr: 10%; AID inhibitor: 0%

How did FC(F)(F)c1cccc(/C=C/c2nc3c(ccc4ccccc43)s2)c1 do in these assays?
UDG counterscr: -12%; AID inhibitor: -5%

How did CCCCCc1ccc(OC(=O)c2ccc(-c3ccc(CC)cn3)cc2)cc1 do in these assays?
UDG counterscr: 5%; AID inhibitor: 6%

Results for CCCn1nnc(NC(=O)c2ccccc2OC)n1 ?
UDG counterscr: 7%; AID inhibitor: -10%

How did CC(Sc1nnc(Nc2ccccc2)s1)C(=O)N(C)c1ccccc1 (stereo not drawn) do in these assays?
UDG counterscr: -3%; AID inhibitor: -2%

What do the screens show for `COc1ccccc1-c1noc(COC(=O)c2ccc3c(c2)NC(=O)CS3)n1`?
UDG counterscr: -5%; AID inhibitor: -5%

How did O=C(O)/C(=C\c1cccnc1)NC(=O)c1ccccc1 do in these assays?
UDG counterscr: -6%; AID inhibitor: 5%

How did COc1ccc(Nc2cc(C)c3ccccc3n2)cc1 do in these assays?
UDG counterscr: -14%; AID inhibitor: -5%

Results for COc1ccc(N2CCCS2(=O)=O)cc1NS(=O)(=O)c1cc(C)ccc1C ?
UDG counterscr: 5%; AID inhibitor: 5%

What do the screens show for `Cc1cc(C)c(/C=C/c2onc(C)c2S(=O)(=O)N2CCC(C(=O)N(C)Cc3ccccc3)CC2)c(C)c1`?
UDG counterscr: -16%; AID inhibitor: -4%

Results for Cc1ccc(O)c(CCc2ccc(O)cc2)n1 ?
UDG counterscr: 2%; AID inhibitor: 1%

Results for COc1ccc(Cc2nnc(NS(=O)(=O)Cc3ccccc3)s2)cc1 ?
UDG counterscr: 3%; AID inhibitor: -6%

How did Cc1cccc(N2C(=O)CSC23C(=O)N(Cc2cccc(F)c2)c2ccccc23)c1 (stereo not drawn) do in these assays?
UDG counterscr: 1%; AID inhibitor: -11%

What do the screens show for `CNC(C)c1cccs1` (stereo not drawn)?
UDG counterscr: 0%; AID inhibitor: 7%

What do the screens show for `COc1ccc(S(=O)(=O)NCC(c2ccco2)N2CCOCC2)cc1` (stereo not drawn)?
UDG counterscr: -4%[57.5 µM]; AID inhibitor: 7%

An excerpt from the list above, for reference:
How did O=S(=O)(c1cccc2c(Cl)cccc12)N1CCCNCC1 do in these assays?
UDG counterscr: 10%; AID inhibitor: 0%

How did FC(F)(F)c1cccc(/C=C/c2nc3c(ccc4ccccc43)s2)c1 do in these assays?
UDG counterscr: -12%; AID inhibitor: -5%

How did CCCCCc1ccc(OC(=O)c2ccc(-c3ccc(CC)cn3)cc2)cc1 do in these assays?
UDG counterscr: 5%; AID inhibitor: 6%

Results for CCCn1nnc(NC(=O)c2ccccc2OC)n1 ?
UDG counterscr: 7%; AID inhibitor: -10%

How did CC(Sc1nnc(Nc2ccccc2)s1)C(=O)N(C)c1ccccc1 (stereo not drawn) do in these assays?
UDG counterscr: -3%; AID inhibitor: -2%

What do the screens show for `COc1ccccc1-c1noc(COC(=O)c2ccc3c(c2)NC(=O)CS3)n1`?
UDG counterscr: -5%; AID inhibitor: -5%

The results go on:
What do the screens show for `Cc1ccccc1NC(=O)CSc1nc2ccc(NC(=O)c3ccccc3)cc2s1`?
UDG counterscr: 51%[activator]; AID inhibitor: 10%

Results for Cc1cc(C)cc(Nc2nc3ccccc3nc2NS(=O)(=O)c2ccccc2)c1 ?
UDG counterscr: -3%; AID inhibitor: 1%

How did Cc1ccc(C)c(C(=O)CCC(=O)N2CCc3sccc3C2c2cccs2)c1 (stereo not drawn) do in these assays?
UDG counterscr: -6%; AID inhibitor: 6%

What do the screens show for `O=C(NCC(c1ccco1)S(=O)(=O)c1cccs1)c1ccccc1` (stereo not drawn)?
UDG counterscr: 0%; AID inhibitor: 2%

What do the screens show for `CC(C)c1ccc(NC(=O)[C@H]2O[C@@H]3OC(C)(C)O[C@@H]3[C@H]3OC(C)(C)O[C@H]32)cc1`?
UDG counterscr: -2%; AID inhibitor: 54%[activator]

What do the screens show for `COCCNC(=O)NC(=O)CN(Cc1ccccc1)c1ccc(C)cc1`?
UDG counterscr: 1%; AID inhibitor: -6%

How did CCOC(=O)c1ccc(NC(=O)COC(=O)c2cc(C)nc3ccccc23)cc1 do in these assays?
UDG counterscr: 7%; AID inhibitor: 3%

What do the screens show for `CCCCCC1CCC(c2ccc(C(=O)Oc3cccnc3)cc2)CC1` (stereo not drawn)?
UDG counterscr: -2%; AID inhibitor: -9%

Results for Cc1ccc(CN2C(=O)c3ccccc3Sc3ccc(C(=O)N4CCOCC4)cc32)cc1 ?
UDG counterscr: -15%; AID inhibitor: -20%

Results for CCc1ccc(NC(=O)c2nnn(Cc3cccc(C(F)(F)F)c3)c2N)cc1 ?
UDG counterscr: 0%[57.5 µM]; AID inhibitor: -8%[57.5 µM]

How did O=C(CSc1ccc2nc(-c3ccccc3)cn2n1)Nc1cccc(F)c1 do in these assays?
UDG counterscr: -8%; AID inhibitor: -14%

How did O=C(CSc1nc2ccccc2s1)Nc1cccc(C(F)(F)F)c1 do in these assays?
UDG counterscr: -6%; AID inhibitor: -14%

Results for COc1ccc(CNC(=O)C(CCSC)NS(=O)(=O)c2ccc3c(c2)oc(=O)n3C)cc1 (stereo not drawn) ?
UDG counterscr: 2%[57.5 µM]; AID inhibitor: 3%

Results for Cc1cc(C)c(C(C)NC(=O)Cn2nnn(-c3ccccc3)c2=O)cc1C (stereo not drawn) ?
UDG counterscr: -2%; AID inhibitor: 3%

How did CC(Cc1cccs1)N(Cc1ccc(Cl)cc1)C(=O)C1CC1 (stereo not drawn) do in these assays?
UDG counterscr: -4%; AID inhibitor: -16%

Results for COc1ccc(OC)c(NC(=O)CCc2c(C)nc3c(-c4ccccc4)c(C)nn3c2C)c1 ?
UDG counterscr: 0%; AID inhibitor: 28%

Results for CC(C)c1ccc(NC(=O)c2ccc(CSc3ccc(Cl)cc3)cc2)cc1 ?
UDG counterscr: -2%; AID inhibitor: 3%

How did O=c1cc(-c2ccc(F)cc2)oc2ccc(Cl)cc12 do in these assays?
UDG counterscr: 11%; AID inhibitor: 5%

What do the screens show for `CCOc1cccc(CC(=O)NCc2ccc3c(c2)CCN3C(C)=O)c1OCC`?
UDG counterscr: -4%; AID inhibitor: 18%

How did Cc1nn(C)cc1B1OC(C)(C)C(C)(C)O1 do in these assays?
UDG counterscr: 9%; AID inhibitor: 8%

How did O=C(Cc1ccc(Cl)cc1)NCC(c1cccs1)S(=O)(=O)c1ccc(F)cc1 (stereo not drawn) do in these assays?
UDG counterscr: inconclusive; AID inhibitor: -24%

Results for N#Cc1ccc(C(=O)Nc2ccc(Cl)c(C(F)(F)F)c2)cc1 ?
UDG counterscr: -9%; AID inhibitor: -4%

Results for O=S(=O)(NCc1ccccc1Cl)c1ccc(N2CCCCS2(=O)=O)cc1 ?
UDG counterscr: -11%; AID inhibitor: -14%

Results for COC(=O)c1cc(NC(=O)c2sc3ccccc3c2Cl)cc(C(=O)OC)c1 ?
UDG counterscr: 7%; AID inhibitor: 3%

Results for Cc1nn(CN(Cc2ccccc2)CC(F)(F)F)c(=O)c2ccccc12 ?
UDG counterscr: -12%; AID inhibitor: -19%

What do the screens show for `CCCOC(=O)c1ccc(NC(=O)Cc2csc(C)n2)cc1`?
UDG counterscr: 4%[57.5 µM]; AID inhibitor: -5%

Results for COc1ccc(-c2noc(CSc3nnc(-c4ccncc4)n3-c3ccc(C)c(C)c3)n2)cc1 ?
UDG counterscr: inconclusive; AID inhibitor: inconclusive

How did COc1ccc(C23CC4CC(CC(C(=O)NCc5ccccc5CN(C)C)(C4)C2)C3)cc1 do in these assays?
UDG counterscr: -7%; AID inhibitor: -16%

How did COc1ccc(OC)c(NC(=O)CSc2ccc(-c3cccs3)nn2)c1 do in these assays?
UDG counterscr: 13%; AID inhibitor: 17%

Results for CCCN1Cc2cccc(C(=O)Nc3cc(C)cc(C)c3)c2C1=O ?
UDG counterscr: 6%; AID inhibitor: 6%

What do the screens show for `CCOC(=O)C1CCCN(CCC(=O)Nc2cc(OC)ccc2OC)C1` (stereo not drawn)?
UDG counterscr: -13%; AID inhibitor: 2%

How did CCn1cc(C(=O)N2CCN(c3ccc(OC)cc3)CC2)c(=O)c2cc(S(=O)(=O)N3CCOCC3)ccc21 do in these assays?
UDG counterscr: -5%; AID inhibitor: -4%

How did CCCCN(C)CCNC(=O)C1CCCN(S(=O)(=O)c2cccc3nsnc23)C1 (stereo not drawn) do in these assays?
UDG counterscr: -11%; AID inhibitor: 23%

Results for CC(=O)NNC(=O)CC1Sc2ccccc2NC1=O (stereo not drawn) ?
UDG counterscr: -14%; AID inhibitor: -14%

What do the screens show for `Cc1oc(-c2ccccc2)nc1CC(=O)NCCN1CCOCC1`?
UDG counterscr: 4%; AID inhibitor: 0%

How did CCN(CC)S(=O)(=O)c1ccc(S(=O)(=O)Nc2ccc(C(C)C)cc2)cc1 do in these assays?
UDG counterscr: 6%; AID inhibitor: 1%

How did Cc1ccc(CCNC(=O)c2cccc(Nc3nc4ccccc4nc3-n3nc(C)cc3C)c2)cc1 do in these assays?
UDG counterscr: 9%; AID inhibitor: 23%

Results for O=C(/C=C/Nc1ccc(Cl)cc1C(F)(F)F)c1ccc(Br)cc1 ?
UDG counterscr: -3%; AID inhibitor: -1%

How did COc1cccc(NC(=O)N(Cc2c[nH]c3ccccc23)C2CCCCC2)c1 do in these assays?
UDG counterscr: -4%; AID inhibitor: -1%

What do the screens show for `CCCCN(C)CCNC(=O)c1c(C)oc2ncnc(N3CCOCC3)c12`?
UDG counterscr: 0%; AID inhibitor: 67%[activator]

Results for COc1ccccc1CNC(=O)C(C)(C)c1ccccc1 ?
UDG counterscr: -3%; AID inhibitor: -5%

Results for COc1ccc(-n2nnnc2C2CCN(S(=O)(=O)c3ccc(C(C)(C)C)cc3)CC2)cc1 ?
UDG counterscr: 5%; AID inhibitor: 5%

How did CCc1ccc(-n2nc3cc(C)c(NC(=O)c4cccc5ccccc45)cc3n2)cc1 do in these assays?
UDG counterscr: 1%; AID inhibitor: 45%[activator]

Results for N#C/C(C(=O)COC(=O)c1ccc(-c2ccccc2)cc1)=C(/c1ccc(F)cc1)N1CCOCC1 ?
UDG counterscr: 7%; AID inhibitor: -13%

Results for O=C(NCCc1ccncc1)c1ccccc1Br ?
UDG counterscr: -6%; AID inhibitor: 3%

What do the screens show for `O=C(c1cccs1)N(Cc1ccco1)C1CC1`?
UDG counterscr: -10%; AID inhibitor: 2%

How did CCOc1ccccc1CNC(=O)c1ccc(CS(=O)Cc2cccc(Cl)c2)o1 (stereo not drawn) do in these assays?
UDG counterscr: 7%; AID inhibitor: -18%

How did CC(=O)c1cc(-c2ccccc2)n(CCC(=O)NCCc2ccccc2)c1C do in these assays?
UDG counterscr: 0%; AID inhibitor: -22%

How did O=C(c1ccc2c(c1)N(Cc1ccccc1)C(=O)c1ccccc1S2(=O)=O)N1CCOCC1 do in these assays?
UDG counterscr: 0%; AID inhibitor: 10%

What do the screens show for `CC(C)c1ccc(/C=C/C(=O)N2CCN(C/C=C/c3ccccc3)CC2)cc1`?
UDG counterscr: -3%; AID inhibitor: -16%

Results for CN(Cc1nc2ccsc2c(=O)[nH]1)C(=O)c1cnn(-c2ccc(Cl)cc2)c1 ?
UDG counterscr: -2%; AID inhibitor: 3%

How did Cc1ccccc1/[N+]([O-])=C/c1ccco1 do in these assays?
UDG counterscr: inconclusive; AID inhibitor: -6%

Results for COC(=O)c1cc(C(C)C)sc1NC(=O)Cc1c(Cl)cccc1Cl ?
UDG counterscr: 0%; AID inhibitor: 3%

Results for CCOc1ccc(NC(=O)Cn2cc(C(=O)c3ccc(CC)cc3)c(=O)c3ccc(C)nc32)cc1 ?
UDG counterscr: 8%; AID inhibitor: 1%

How did O=C(CCC(=O)N1CCN(c2ccccc2)CC1)N1CCOCC1 do in these assays?
UDG counterscr: 4%; AID inhibitor: 1%

Results for COc1ccc2oc(=O)c(C(=O)N3CCN(c4ccccc4C)CC3)cc2c1 ?
UDG counterscr: -9%; AID inhibitor: -2%

What do the screens show for `NC(=S)NNC(=S)NCc1ccccc1`?
UDG counterscr: 0%; AID inhibitor: 2%

Results for O=c1oc2ccccc2c(NC2CCCCC2)c1NS(=O)(=O)c1ccc(Br)s1 ?
UDG counterscr: -2%; AID inhibitor: -11%

What do the screens show for `COc1ccc(Nc2cc(C(=O)NC3CCC(C)CC3)c3ccccc3n2)cc1OC` (stereo not drawn)?
UDG counterscr: -12%[57.5 µM]; AID inhibitor: 2%

What do the screens show for `COc1ccc(OC)c(CNC(=O)c2cc3cc4ccc(OC)cc4nc3o2)c1`?
UDG counterscr: 1%; AID inhibitor: 4%

How did COc1cccc(OC)c1C(=O)OCc1ccccc1Br do in these assays?
UDG counterscr: -5%; AID inhibitor: -12%

How did COc1ccc(Cl)cc1NC(=O)Cn1c(=O)c(-c2ccccc2NC(C)=O)nc2ccccc21 do in these assays?
UDG counterscr: 42%[activator]; AID inhibitor: -2%

What do the screens show for `O=C(CSc1nnc(N2CCOCC2)n1-c1cccc(F)c1)Nc1ccc2c(c1)OCCO2`?
UDG counterscr: -2%; AID inhibitor: -14%

Results for Cc1ccc(C)c(NC(=O)CSc2nc(=O)n(CCN(C)C)c3c2CCC3)c1 ?
UDG counterscr: -3%; AID inhibitor: 5%

How did CC(C)(C)C(=O)Cn1c(=O)n(-c2ccc(Cl)cc2)c(=O)c2c3c(sc21)CCCC3 do in these assays?
UDG counterscr: -4%; AID inhibitor: 15%

How did COc1ccc(C(=O)Oc2ccccc2-c2ccccc2)cc1Br do in these assays?
UDG counterscr: -14%; AID inhibitor: -7%

What do the screens show for `CC(=O)c1ccc(NC(=O)c2ccc(CN3C(=O)CCn4nc(C)cc43)cc2)cc1`?
UDG counterscr: 17%; AID inhibitor: -14%
